# Bioassay records (PubChem BioAssay)
# TRPML3 agonist – human TRPML3 channel agonists, primary screen, cell-based, HEK293 TRPML3-YFP, Fluo-8 calcium fluorescence, 3 µM. Mucolipin-3 (Homo sapiens), Q8TDD5. AID 1448, 2008. activation, % at 3 µM. 220,000 compounds, 0.29% hits. 100% = the carbachol control signal;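 active means activation above its plate's cutoff, the mean activation of the plate's test wells plus 3 SD, cut at about 12% in these data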;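 further: 0% = DMSO only wells and 100% = carbachol wells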
# Target sequence (Q8TDD5 whole entry, looked up): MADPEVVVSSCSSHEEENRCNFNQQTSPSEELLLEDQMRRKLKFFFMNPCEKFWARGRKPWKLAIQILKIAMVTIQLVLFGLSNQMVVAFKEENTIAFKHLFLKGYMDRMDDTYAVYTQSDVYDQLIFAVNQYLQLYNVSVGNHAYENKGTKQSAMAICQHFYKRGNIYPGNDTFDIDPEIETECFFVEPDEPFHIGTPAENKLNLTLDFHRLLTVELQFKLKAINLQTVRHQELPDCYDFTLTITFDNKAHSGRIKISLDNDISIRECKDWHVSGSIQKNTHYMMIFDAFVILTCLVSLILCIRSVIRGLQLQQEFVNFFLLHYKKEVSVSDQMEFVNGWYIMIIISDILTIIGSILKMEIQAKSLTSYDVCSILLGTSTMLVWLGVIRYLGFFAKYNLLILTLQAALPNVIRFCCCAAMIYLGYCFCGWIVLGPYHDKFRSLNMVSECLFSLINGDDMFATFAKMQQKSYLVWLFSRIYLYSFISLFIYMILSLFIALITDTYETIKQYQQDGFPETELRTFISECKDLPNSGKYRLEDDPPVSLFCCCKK
#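 Test system – HEK293 line with stable expression of human TRPML3-YFP channel · Control set – carbachol 87 µM final as high control (100%), DMSO as low control (0%) · Signal – Fluo-8 calcium dye fluorescence, ex 470-495, em 515-575 nm · Incubation – 1-h 37 °C dye load, 5-s basal, 120-s post-compound reads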
# EP2 antag – human EP2 receptor antagonists, primary screen, TR-FRET cAMP, C6 glioma cells | C6 glioma cells expressing human EP2; cells stimulated with saturating PGE2 | inhibition, % at 25 µM | 260,000 compounds, 0.52% hits | AID 1422, 2008;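 active means percent inhibition above 40 after rounding to a whole number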;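 further: rat C6 glioma host cells with rolipram phosphodiesterase inhibitor present; the protocol text gives 20 µM as final concentration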
# 14-3-3 Bad inh – inhibitors of 14-3-3 zeta/Bad binding, primary screen, biochemical, TR-FRET, bovine 14-3-3 zeta. 220,000 compounds, 0.71% hits. TR-FRET 14-3-3zeta/Dy647-pBad peptide displacement, 1 h. 14-3-3 protein zeta/delta (Bos taurus), P63103. inhibition, % at 21.7 µM;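 active means inhibition above about 70%, limit read from the data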;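 further: 0% = full 14-3-3 plus peptide FRET controls and 100% = background without 14-3-3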
# EP2 mod – EP2 receptor modulators, cAMP readout, primary screen, cell-based, HTRF cAMP, PGE2 stimulation; EP2-expressing cells, cAMP HTRF FRET, PGE2 co-stimulation; induction, % at 25 µM; 260,000 compounds, 0.83% hits;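 active means compounds whose cAMP rise, as percent of the full-agonist control response, exceeds 60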;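 further: rat C6 glioma line stably carrying human EP2 under a CMV promoter; the protocol text gives 20 µM as final concentration; 100% = response of wells given 1 µM PGE2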
# NPY-Y1 PAM-ag – NPY-Y1 receptor potentiators or agonists, primary screen, cell-based. 220,000 compounds, 0.37% hits. activation, % at 3.6 µM. NPY-Y1 expressing cells, potentiator/agonist activation; in the data active means activation above about 33%, passing the limit was not always enough;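 further: cells stimulated with NPY at EC10 then isoproterenol at EC100; 0% = low agonist plus stimulus and 100% = saturating agonist plus stimulus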
# Target sequence (P25929 whole entry, looked up): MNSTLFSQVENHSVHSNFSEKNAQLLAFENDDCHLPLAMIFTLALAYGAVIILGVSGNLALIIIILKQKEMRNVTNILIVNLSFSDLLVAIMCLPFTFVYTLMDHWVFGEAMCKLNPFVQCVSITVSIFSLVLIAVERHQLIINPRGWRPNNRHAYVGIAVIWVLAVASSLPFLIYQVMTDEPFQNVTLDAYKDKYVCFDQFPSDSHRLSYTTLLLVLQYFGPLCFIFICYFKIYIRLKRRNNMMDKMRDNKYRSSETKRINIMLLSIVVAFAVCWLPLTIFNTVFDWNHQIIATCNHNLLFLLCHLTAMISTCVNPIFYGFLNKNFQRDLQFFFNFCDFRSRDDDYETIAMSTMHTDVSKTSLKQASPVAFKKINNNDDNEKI
# PPC-1+TRAIL kill – compounds killing PPC-1 cancer cells with TRAIL present, primary screen, TRAIL potentiator project, ATPLite luminescence, uHTS; AID 1443, 2008; 220,000 compounds, 0.41% hits; cell killing (% activity), % at 4 µM; PPC-1 cells + TRAIL, ATPLite viability luminescence;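 active means cell killing above 50% in the first pass at 4 µM, then a duplicate retest at 5 µM averaging 50% or more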;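 further: plate controls were cells with TRAIL plus DMSO for no effect and medium-only wells lacking cells for full effect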
# CHOP inhibitor – inhibitors of CHOP promoter induction, primary screen, cell-based, unfolded protein response, luciferase reporter; 220,000 compounds, 3.8% hits; inhibition, % at 10 µM; CHO-K1 CHOP-promoter luciferase, tunicamycin-induced, 15-18 h;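 active means compounds that reduced the stress-induced luciferase reporter signal by more than about 70% of percent inhibition, limit read from the data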;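 further: 0% = tunicamycin plus vehicle and 100% = wells without tunicamycin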
# zfTRPN1 agonist – zebrafish TRPN1 channel agonists, primary screen, cell-based, HEK293, calcium fluorescence. transient receptor potential cation channel N1 (TRPN1/NompC), Danio rerio. HEK293 zebrafish TRPN1-YFP, Fluo-8 calcium fluorescence; 100% = response to 87 µM carbachol. activation, % at 3 µM. 220,000 compounds, 0.18% hits;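 active means activation above its plate's cutoff, the mean activation of test wells on that plate plus 3 SD, cut at about 19% in these data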;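 further: 0% = DMSO alone and 100% = 87 µM carbachol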
#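 Material: zebrafish TRPN1-YFP in HEK293 cells; Doses: single test compound dose, 3 µM nominal, 0.3% DMSO; Timing: dye loading 1 h at 37 °C, then 30 min room temperature; Technique: intracellular calcium fluorescence with Fluo-8; Benchmarks: high carbachol 87 µM, low DMSO alone.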
# NPY-Y1 antag – NPY-Y1 receptor antagonists, primary screen, cell-based; inhibition, % at 3.6 µM; HEK293-CNG Y1 cells, membrane potential fluorescence; NPY at EC95, then isoproterenol; Neuropeptide Y receptor type 1 (Homo sapiens), P25929; 200,000 compounds, 1% hits; AID 1040, 2008;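 active means inhibition above the campaign mean inhibition of all tested compounds plus 3 SD, cut at about 20% in these data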;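 further: 0% = DMSO wells given NPY plus isoproterenol and 100% = isoproterenol alone without NPY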
#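 Assay system: HEK293 Y1/CNG channel cell line; Doses: single compound dose of 3.6 µM, 0.4% DMSO; Timing: dye 3 h, compound 60 min room temperature, stimulation 45 min; Technique: Membrane-potential fluorescent dye readout; Measure: % inhibition of NPY effect.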
# * hit, by the source's call; / = not tested or not shown; & = joins results of further samples; [ ] = another dose, or the depositor's remark. These rows are one share of the data. The share of hits here may be higher or lower than overall.
SMILES,TRPML3 agonist,EP2 antag,14-3-3 Bad inh,EP2 mod,NPY-Y1 PAM-ag,PPC-1+TRAIL kill,CHOP inhibitor,zfTRPN1 agonist,NPY-Y1 antag
CCOc1ccccc1OCCCC(=O)N1CCN(S(=O)(=O)c2cccc(F)c2)CC1,-0.1,6,8,29,-2,24,3,-0.3,3
N#Cc1c(N2CCN(C(=O)c3ccccc3)CC2)nc(-c2ccccc2)c2c1CCCC2,0.7,12,7[fluorescence artefact?],17,-18,8,72*,-0.3,27*
Cc1cccc(C(=O)N/N=C2\CS(=O)(=O)N(C)c3ccsc32)c1,1.1,4,-9,0,6,29,-23,2.6,/
Cc1ccccc1OCc1nnc(SCCN2CCCC2)n1-c1ccccc1,1.3,10,-9,-59,0,19,17,0.6,8
Cc1ccc(/C=N/NC(=O)CCn2nc(C)cc2C)c(C)c1,0.3,4,-5,-19,1,5,0,-2.5,3
Cn1c(SCc2c(Cl)cccc2Cl)nc(C(F)(F)F)cc1=O,0.2,10,5,44,-2,-20,82*,0.3,3
CCCCOC(=O)CCc1nc2ccccc2[nH]c1=O,0.6,8,-7,-17,-3,5,52,-0.2,0
CCOC(=O)c1[nH]c2ccc(OC)cc2c1NC(=O)CCN1CCCC(C)C1 (configuration not stated),0.6,7,/,-17,9,14,18,-1.3,-4
Clc1ccc(C2=NNC(=NCC3CCCO3)SC2)cc1 (configuration not stated),0.1,4,4[fluorescence artefact?],20,4,15,-10,-0.8,-1
O=C(CSc1nc(-c2ccccc2Cl)ns1)c1ccc(Cl)cc1,0.2,2,4,21,-39,-9,-5,-0.2,5
CCOc1ccc(NC(=O)Nc2ccc3nsnc3c2)cc1,6.4,1,-5,-68,-4,18,7,7.7,1
CCSc1nnc([C@H](Cc2c[nH]c3ccccc23)NC(=O)OC(C)(C)C)o1,-0.9,8,-1,11,6,30,49,-0.8,3
Cc1cc(Cl)nc2c(C(C)C)cccc12,-0.2,7,8,51,0,12,56,2.4,6
CCC(C)(C(=O)NC1CCCCC1)N(Cc1cccs1)C(=O)CC1NC(=O)NC1=O (configuration not stated),0.6,8,-5[fluorescence artefact?],5,-12,14,-4,0.3,-3
CCOC(=O)c1cccc(NC(=O)c2cc3sccc3n2C)c1,-1.7,10,4,-28,-4,-13,53,0.1,17
O=C(NCC1CCCO1)c1onc(CSc2ccc(F)cc2)c1C(=O)O (configuration not stated),0.9,7,43[fluorescence artefact?],7,-3,38,38,2.0,12
O=[N+]([O-])c1cccnc1N1CCOCC1,-0.2,4,-12,29,-1,16,0,1.0,-3
CCN1CCN(CC(=O)NC2CCCC2)C(=O)C1=O,0.0,7,8[fluorescence artefact?],18,0,9,-31,2.3,-1
C/[N+]([O-])=C\CC(=O)c1ccc(-c2ccccc2)cc1,0.5,5,-5,-24,7,3,6,-1.6,2
CC1CC(=S)Nc2ccccc2N1C(=O)Nc1ccccc1 (configuration not stated),0.3,8,-7[fluorescence artefact?],1,-12,-3,-28,-0.3,1
O=C(CN(C(=O)CNC(=O)c1ccco1)c1ccc(Cl)c(Cl)c1)NC1CCCCC1,2.5,18,2,14,5,-42,10,3.9,7
Cn1nccc1C(=O)NC(=S)Nc1sc2c(c1C#N)CCCCC2,1.8,3,7,13,-11,21,91*,0.0,0
CCOC(=O)c1sc(NC(=O)c2ccccc2OCC)nc1C,0.8,10,4,13,-4,19,9,-0.1,1
Cn1c(NCCCO)nc2c(c1=O)C1(CCCCC1)Cc1ccccc1-2,1.0,23,-4[fluorescence artefact?],45,1,19,47,1.5,-6
CSc1ccccc1C(=O)Nc1ncc(C)s1,0.6,9,-3,15,-4,-10,-8,-1.5,10
CCC(=O)c1ccc(OCc2ccc(C(=O)OC)o2)c(OC)c1,-0.3,11,3[fluorescence artefact?],-6,1,8,-5,0.9,0
O=C(Nc1ccc(NC(=O)c2sc3ccccc3c2Cl)cc1Cl)c1ccco1,0.4,/,24,23,15,23,-20,0.8,-3
CCOc1ccc(C2=Nn3cnnc3SC2)cc1,0.0,3,55,-34,2,12,-13,0.3,-3
COCCN(CCOC)S(=O)(=O)c1ccc(C(=O)Nc2ccc([N+](=O)[O-])cc2OC)cc1,0.9,2,10,-13,-17,25,13,1.4,15
C=CCc1ccc(OCC(O)COCC)c(OC)c1 (configuration not stated),0.4,-1,-7,4,12,3,9,-0.8,-7
CCn1c(SCC(=O)N(C)C2CCS(=O)(=O)C2)nnc1-c1cccs1 (configuration not stated),0.4,6,-4,17,-7,7,4,0.7,-2
CCN1CCN(C(=S)Nc2ccccc2Cl)CC1,0.3,21,-20[fluorescence artefact?],7,4,0,17,-0.7,8
O=C(CSc1nc2ccc(Cl)cc2[nH]1)NCc1ccco1,-0.2,10,-5,-11,-5,-22,-3,-0.4,1
CCOC(=O)/C=C1\SCC(=O)N1CC(=O)Nc1ccc(OC)c(OC)c1,0.5,12,-16[fluorescence artefact?],4,15,20,38,0.5,1
COc1cccc(/C=N\Nc2nncc(-c3ccccc3)n2)c1,0.5,-5,-9,22,34,32,-12,-0.3,2
CCOC(=O)c1c(C)cc(C)n2c1nc1ccccc12,-1.1,6,0[fluorescence artefact?],2,19,24,11,-1.8,1
Cc1cc(C(=O)N2CCc3ccccc32)c2cc(F)ccc2n1,-0.8,4,-1,13,-3,10,13,-1.0,4
O=C(CSc1nnnn1-c1ccccc1)Nc1ncc2c(n1)CC(c1ccccc1)CC2=O (configuration not stated),0.1,8,7[fluorescence artefact?],10,-2,12,69,-0.4,2
O=S(=O)(Cc1cccc(C(F)(F)F)c1)c1ncn[nH]1,1.1,6,1,27,-1,24,-3,-1.2,0
Cc1ccc(C(C)C)c(OCc2nnc(SCC(=O)Nc3nccs3)n2C)c1,0.3,7,-2[fluorescence artefact?],-46,-12,10,9,-0.9,4
COc1ccc(-c2noc(C3CCCN(S(=O)(=O)c4ccc(C)c(Cl)c4)C3)n2)cc1OC (configuration not stated),0.5,5,6,13,10,-12,7,-0.2,2
Cc1ccc(/C=N/n2c(-c3ccc(Cl)cc3)n[nH]c2=S)s1,-0.8,0,6,7,17,16,-9,0.6,2
Cc1occc1-c1nnc(SCC(=O)c2ccccc2)n1CC1CCCO1 (configuration not stated),0.1,6&4,6,7&10,-6,2,25,-0.5,-1
O=C(CSc1ncn[nH]1)Nc1c(Br)cc([N+](=O)[O-])cc1Br,0.2,6,-6,18,0,11,13,1.3,-6
COc1ccc(N(C)S(=O)(=O)c2cccc(C(=O)N(C)Cc3ccc(C)o3)c2)cc1,0.0,4,-10,-13,-9,-5,31,-0.4,31*
CCC1CCc2c([nH]c3ccccc3c2=O)O1 (configuration not stated),1.0,5,-4[fluorescence artefact?],15,-7,32,18,2.9,4
Cc1nc(SCC(=O)N2c3ccccc3Sc3ccccc32)n[nH]1,-1.6,23,2,-9,-14,-4,5,-0.8,-2
COc1cccc(CN(C(=O)Cc2c[nH]c3ccccc23)C(C(=O)NC2CCCCC2)c2ccc(C)o2)c1 (configuration not stated),0.0,8,-5,3,-20,22,9,-3.3,23*
CSCC[C@H](NC(=O)c1ccc(Cl)c(S(=O)(=O)N2CCCC2)c1)c1nc2ccccc2[nH]1,-0.9,11,23,11,13,30,53,-0.1,-1
Cc1ccc(C(=O)N(Cc2ccc3c(c2)OCO3)Cc2nc3ccccc3c(=O)[nH]2)cc1,-0.2,8,54,11,0,15,21,-1.1,6
O=C(O)/C=C/c1cccc(NC(=O)c2ccc(Cl)cc2)c1,-0.4,10,-7,30,0,/,-3,0.9,5
CC(C)(C)NC(=O)c1nc2ccccc2s1,0.8,13,-6,-2,14,6,1,0.0,2
Cc1nc(-c2ccc(Cl)cc2)sc1C(=O)O,0.0,15,-17,-7,-11,18,-19,-0.5,7
CN1CCC(NC(=O)NC2CCCCC2)CC1,0.4,5,-6,12,18,-2,16,-0.2,/
CC(C)c1csc(CN2CCN(Cc3ccc(F)cc3)C(CCO)C2)n1 (configuration not stated),0.3,12,-10,-18,6,15,44,2.2,2
NC(=O)/C(=C/c1ccco1)NC(=O)c1ccc(Br)o1,0.0,9,/,/,1,/,/,0.0,3
CCN(C(=O)CSc1nc2ccccc2n1CCc1ccccc1)C1CCS(=O)(=O)C1 (configuration not stated),-1.2,14,7,-3,8,12,2,-1.3,3
CCOC(=O)c1ccccc1NC(=O)c1nc2nccc(C)n2n1,-0.2,19,-3,-8,-10,-9,9,-0.8,1
COc1cc(C(=O)O/N=C(\N)Cc2ccc([N+](=O)[O-])cc2)cc(OC)c1OC,0.7,12,0,-58,36,3,42,0.7,/
CCCCCCNC(=O)CCCCCNS(=O)(=O)c1ccc(Br)cc1,-1.0,8,-4,18,16,6,27,-2.7,-1

# Other structures
SMILES,TRPML3 agonist,EP2 antag,14-3-3 Bad inh,EP2 mod,NPY-Y1 PAM-ag,PPC-1+TRAIL kill,CHOP inhibitor,zfTRPN1 agonist,NPY-Y1 antag
COC(=O)C(Cc1ccccc1)NC(=O)c1ccc(C)cc1 (configuration not stated),-0.2,6,-2,40,-20,/,-32,-0.3,2
CCOC(=O)CCc1c(C)c2ccc(OCc3cc([N+](=O)[O-])ccc3OC)cc2oc1=O,0.3,/,-8[fluorescence artefact?],25,-29,-6,-21,1.2,0
O=C(CN1CCC2(CC1)OCCO2)c1ccc2cc[nH]c2c1,0.8,12,/,4,0,4,-3,2.4,10
Cc1sc2nc3n(c(=O)c2c1C)CCCCC3,0.5,11,3,-26,-1,23,-18,-0.9,8
COc1cccc(NC(=O)C2c3cc(OC)c(OC)cc3C(=O)N(C)C2c2cccnc2)c1 (configuration not stated),0.0,9,7,24,-1,25,7,-0.9,-4

# A stretch from the list above, as a working copy:
SMILES,TRPML3 agonist,EP2 antag,14-3-3 Bad inh,EP2 mod,NPY-Y1 PAM-ag,PPC-1+TRAIL kill,CHOP inhibitor,zfTRPN1 agonist,NPY-Y1 antag
CCCCCCNC(=O)CCCCCNS(=O)(=O)c1ccc(Br)cc1,-1.0,8,-4,18,16,6,27,-2.7,-1
COC(=O)C(Cc1ccccc1)NC(=O)c1ccc(C)cc1 (configuration not stated),-0.2,6,-2,40,-20,/,-32,-0.3,2
CCOC(=O)CCc1c(C)c2ccc(OCc3cc([N+](=O)[O-])ccc3OC)cc2oc1=O,0.3,/,-8[fluorescence artefact?],25,-29,-6,-21,1.2,0
